High-throughput results deposited in PubChem BioAssay by NCI.
NCI-60 one-dose screen, 48 h, at 10 µM unless noted. Numbers give growth in % (100 = growth as untreated, 0 = no growth, -100 = all killed).
T-47D: T-47D breast cancer | hit rate 5% among 79,000
MCF7: MCF7 breast cancer. hit rate 6.3% among 82,000. AID 1794796
MDA-MB-231: MDA-MB-231 breast cancer. hit rate 5% among 81,000
BT-549: BT-549 breast cancer; hit rate 4.4% among 78,000
K-562: K-562 leukemia; AID 1794777; hit rate 7.4% among 78,000
LOX IMVI: LOX IMVI melanoma. AID 1794757. hit rate 7.4% among 79,000
MDA-MB-468: MDA-MB-468 breast cancer; hit rate 8.5% among 78,000
HS 578T: HS 578T breast cancer; hit rate 4.1% among 78,000
Active calls of the source: *; · = no result given; & = joins results of further samples. Rule for the calls: active = growth percent below 10; inactive = the rest.

SMILES	T-47D	MCF7	MDA-MB-231	BT-549	K-562	LOX IMVI	MDA-MB-468	HS 578T
N#C/C(=C\NC(=S)C(N)=S)c1nc2ccccc2s1	50	80	82	98	89	91	103	101
CCOC(=O)/N=[N+](\[O-])c1ccccc1	96	95	111	101	105	105	95	111
CCC(c1ccc(OC)cc1)C(CC)c1ccc(C(O)CN2CCCCC2)cc1 (stereo not drawn)	75	95	84	87	44	75	55	84
O=C(O)C#Cc1ccccc1	111	·	105	101	101	102	91	·
O=C(O)CCC(=O)OCCN(Cc1ccc(Oc2ccc([N+](=O)[O-])cc2)cc1)C(=O)C(Cl)Cl	96	93	94	113	93	107	110	100
CCN1[C@@H]2CC[C@H]1/C(=C\c1ccc(Cl)cc1)C1=C2[C@@H](c2ccc(Cl)cc2)C(C#N)=C(N)O1	63	79	95	100	61	102	84	·
CCCOCC(O)c1ccccc1 (stereo not drawn)	85	147	92	115	91	88	110	102
O=c1[nH]c2ccccc2cc1CSc1ccccc1Nc1nccc(-c2ccc(Cl)cc2)n1	93	81	85	119	95	96	99	89
COc1ccc2cc(C(=O)c3ccccc3)c(=O)oc2c1	91	96	92	105	84	·	105	112
Cc1ccc2cc(O)ccc2c1	98	100	107	105	114	106	100	107
CSc1nc(C)c(C(=O)CCN2CCN(c3ccccn3)CC2)s1	67	61	101	113	94	·	87	102
O=C(C(=O)N1CCOCC1)c1ccc(OC2OC(CO)C(O)C(O)C2O)cc1 (stereo not drawn)	96	95	107	108	·	·	105	125
COc1cc(CNS(=O)(=O)c2ccc(C)cc2)ccc1OCc1cn(-c2cccc(C(F)(F)F)c2)nn1	100	103	97	103	89	97	91	96
Cc1ccc2nc3c(nc2c1)-c1cccc2cccc-3c12	88	38	76	111	97	83	48	93
O=C(OC(CO)C(=O)NC12CC3CC(CC(C3)C1)C2)c1ccc(Cl)cc1 (stereo not drawn)	93	92	105	106	96	101	95	99
O=C1c2ccccc2C(=O)C1c1ccccc1	72&102	97&103	93&98	74&101	93&102	93&100	115&99	110&121
Cc1ccc(C)c2c1C(O)(C#Cc1ccccc1)c1ccccc1C2(O)C#Cc1ccccc1 (stereo not drawn)	38	29	77	68	22	42	58	73
O=C1/C=C/[C@@H](O)[C@@H]2C[C@@H](O)C[C@H]2/C=C/CCC[C@H](C(F)(F)F)O1	-57*	-64*	-32*	16	21	-91*	-69*	38
CC(CN1CCCCC1)SSC(C)CN1CCCCC1 (stereo not drawn)	91	91	108	94	98	98	94	106
O=C1c2cc(Br)ccc2Oc2cc([N+](=O)[O-])ccc2N1c1ccc(F)cc1F	70	84	89	·	69	91	87	87
CC1(C)CC(=O)C2=C(C1)Nc1cc3c(cc1C2c1ccc(Cl)cc1)OCO3 (stereo not drawn)	81	83	93	102	76	95	73	81
C=C(C)C1CC=C(C)/C(=N\NC(=O)c2ccncc2)C1 (stereo not drawn)	98	91	93	137	105	103	113	93
O=C(NN1C(=O)CSC1c1cccc([N+](=O)[O-])c1)c1ccc(NC(=O)c2ccccn2)cc1 (stereo not drawn)	95	89	113	100	100	95	99	103
N#Cc1ccc(-n2nnc3ccccc32)cc1C#N	86	82	111	106	93	99	100	105
NC(=N\N=C/c1ccccc1[N+](=O)[O-])/C(N)=N\N=C/c1ccccc1[N+](=O)[O-]	104	105	107	116	101	104	101	100
Cc1ccc2c(c1)C(=O)/C(=C/c1c([N+](=O)[O-])ncn1C)O2	92	66	103	110	87	86	86	99
O=C1N/C(=N\c2nccs2)S/C1=C\c1ccc([N+](=O)[O-])cc1	15	9.7*	11	35	13	13	-15*	21
Cc1nn(-c2ccc(Br)cc2)c2ncnc(Nc3ccc(OCc4c(-c5ccccc5)no[n+]4[O-])cc3)c12	98	89	85	104	103	95	97	93
COc1ccc(C(c2c[nH]c3ccccc23)N2CCCC2)cc1 (stereo not drawn)	66	87	93	61	84	98	82	94
CCCCCCCCCCCCCCCCCCOP(=O)(O)OCCCCCCCCCCCCCCCCCC	88	91	102	113	116	99	92	100
COc1ccc2oc(=O)c(C3(C)NC(=O)c4c(/C=C/C(=O)OC(C)(C)C)cccc4N3)cc2c1 (stereo not drawn)	6.6*	24	49	3.7*	26	49	32	60
Cc1cc(C)c(C#N)c(OCC#N)n1	96	93	103	123	97	92	108	97
CC1(C)CC[C@]23CC[C@]4(C)[C@H](CC[C@@H]5[C@@]6(C)C/C(=C/c7ccco7)C(=O)C(C)(C)[C@@H]6CC[C@]54C)[C@H]2[C@H]1OC3	99	95	96	105	106	92	99	100
CCC(/C=N\O)CC	·	94	·	113	96	95	109	103
CCCCCCCCCc1ccc(OC(C)=O)cc1	108	102	110	112	101	104	104	96
Cc1ccc(S(=O)(=O)N(CCCc2c(C)nc(N)nc2N(C)C)c2ccccc2)cc1	84	69	88	87	48	61	39	101
COc1cccc(C2N(c3cccc(Cl)c3)C(=O)N3CCCN23)c1 (stereo not drawn)	106	90	88	107	92	105	98	·
CCN(CC)S(=O)(=O)c1ccc(O)c(NC(=O)c2sc3cc(F)ccc3c2Cl)c1	106	113	119	126	101	110	·	114
COc1cc2c3c([nH]c(=O)c2cc1OC)CCCC3	98	103	95	93	100	85	92	95
O=C(O)c1cc2c([nH]c3ccc(F)cc32)c(=O)s1	75	80	101	98	86	90	86	93
O=C(NNC(=O)N1c2ccccc2C=Cc2ccccc21)c1ccc(Cl)cc1	99	94	96	·	104	106	98	107
Cc1ccc2nc(COc3ccc(C(=O)NNC(=O)Nc4ccc(Cl)c(Cl)c4)cc3)[nH]c2c1	91	48	66	119	83	54	61	58
COc1ccc(-c2nc(N=Nc3c(O)[nH]c4ccccc34)nc(N3CCOCC3)c2C#N)cc1	65	61	43	63	75	67	71	48
NC(=O)c1cccc[n+]1[O-]	91	94	105	106	99	96	108	110
Cc1cc2nn(Cc3ccccc3)c(C(=O)OC(C)C)c2cc1C	43	91	77	107	91	83	105	92
Cc1nc(O)c(C)c(=O)[nH]1	99	96	114	89	109	100	116	110
C1=Cc2ccccc2N(c2nnc(Cc3ccccc3)o2)c2ccccc21	76	84	91	·	85	90	88	96
CCCCCC(CCC)(C(=O)OCC)C(=O)OCC	·	95	98	104	105	101	114	127
Cc1nc2ncccc2nc1Nc1ccc(S(N)(=O)=O)cc1	91	87	90	103	98	93	118	95
Cc1cccc(-c2nc(Nc3ccc(C(=O)O)cc3)c3ccccc3n2)c1	78	89	93	66	80	71	113	52
COc1cc2c(c3c1OCCO3)C(=O)N[C@@H]1[C@@H](O)[C@@H](O)[C@H](O)C[C@@H]21	88	97	103	98	106	101	99	100
CC(C)CCSc1nc(NCCO)c(C#N)c(-c2ccc(F)cc2)n1	86	93	98	106	74	94	114	98
N#Cc1ccc(C2CC(n3ccnc3)c3cc(Br)cc(Br)c3N2)cc1 (stereo not drawn)	93	79	88	89	79	90	90	99
O=C(CCc1nnc(CN(c2ccccc2)c2ccccc2)o1)c1nc2ccccc2[nH]1	74	76	75	85	76	80	89	92
O=C(O)c1ccc(-n2cc(CNc3ccc(CCO)cc3)c(-c3ccccc3)n2)cc1	103	93	105	109	103	96	106	116
CC(O)(Cc1ccccn1)Cc1ccccn1	114	98	104	103	101	103	112	106
C/C(=C(/c1ccccc1)c1ccc(N2C(=O)c3cccc4c(NCCN5CCOCC5)ccc(c34)C2=O)cc1)c1ccccc1	30	49	81	68	44	·	55	87
COc1ccc(-n2c(SCc3nnc(NC(=O)c4ccc(Br)cc4)s3)nc3ccc(Cl)cc3c2=O)cc1	97	86	94	131	81	96	89	93
CCCCC(=O)N(Cc1ccc(-c2ccccc2-c2nn[nH]n2)cc1)[C@H](C(=O)O)C(C)C	112	·	98	112	109	93	97	104
O=S(OCC1COS(=O)O1)OCC1COS(=O)O1 (stereo not drawn)	99	115	107	96	112	91	100	112

Part of the list above, reduced to MCF7.
mol	MCF7
O=C(O)c1ccc(-n2cc(CNc3ccc(CCO)cc3)c(-c3ccccc3)n2)cc1	93
COc1ccc(-n2c(SCc3nnc(NC(=O)c4ccc(Br)cc4)s3)nc3ccc(Cl)cc3c2=O)cc1	86
Cc1nc(O)c(C)c(=O)[nH]1	96
Cc1nc2ncccc2nc1Nc1ccc(S(N)(=O)=O)cc1	87
C/C(=C(/c1ccccc1)c1ccc(N2C(=O)c3cccc4c(NCCN5CCOCC5)ccc(c34)C2=O)cc1)c1ccccc1	49

The list continues:
SMILES	T-47D	MCF7	MDA-MB-231	BT-549	K-562	LOX IMVI	MDA-MB-468	HS 578T
CCCC(=O)NNc1[nH]c(-c2cc(OC)c(OC)c(OC)c2)cc1C(=O)OCC	82	117	107	100	38	105	·	105
Fc1ccc(-c2cnc3nonc3n2)cc1	66	73	88	99	68	91	79	89
Nc1ccc(C(=O)Nc2ccc3cc(S(=O)(=O)O)ccc3c2)cc1	94	106	101	108	100	99	120	·
c1ccc(Cn2cc(CCc3ccncc3)c3ccccc32)cc1	68	96	81	·	98	86	14	122
CS(=O)(=O)c1ccc(-n2nc(C(=O)OCc3ccc(Br)cc3)cc2-c2ccc(Cl)cc2)cc1	78	78	·	86	77	·	99	·
O=C(NCc1cn(Cc2ccc(F)cc2)nn1)c1cccnc1Nc1ccc(F)cc1	86	95	105	93	81	98	89	89
COc1ccc(C2=NOC(CC(=O)N3CCOCC3)C2)cc1OC1CCCC1 (stereo not drawn)	·	92	112	108	109	98	108	102
CCOC(=O)c1c[nH]c(=S)[nH]c1=O	·	96	·	103	88	96	103	106
N#Cc1c[nH]c(=O)[nH]c1=O	97	88	108	85	95	97	·	104
Oc1c(CN2CCCC2)cc(COCc2ccc(Br)cc2)c2cccnc12	-7.6*	12	5.1*	15	8.5*	-14*	-28*	45
O=c1c(S(=O)(=O)c2ccccc2)cc2c(n1Cc1ccccc1)-c1cnn(-c3ccc(Cl)cc3)c1CC2	70	79	67	80	83	75	55	69
Cc1[nH]c(-c2ccc(F)cc2)cc1C(=O)NC1CCN(Cc2ccccc2)CC1	99	102	77	102	77	101	91	106
CCOC(=O)/C=C/c1ccc([N+](=O)[O-])cc1	93&100	110&95	105&118	116&98	106&104	91&106	116&97	105&108
O=C(O)CN1C(=O)S/C(=C\C(Cl)=C\c2ccccc2)C1=O	107	90	105	106	108	·	100	107
COC(=O)CCN(c1ccccc1)c1ccc(C)cc1	99	93	114	92	101	103	119	112

Single values from the results shown:
Fc1ccc(-c2cnc3nonc3n2)cc1 in BT-549 → 99
c1ccc(Cn2cc(CCc3ccncc3)c3ccccc32)cc1 in HS 578T → 122
CS(=O)(=O)c1ccc(-n2nc(C(=O)OCc3ccc(Br)cc3)cc2-c2ccc(Cl)cc2)cc1 in MCF7 → 78
O=C(NCc1cn(Cc2ccc(F)cc2)nn1)c1cccnc1Nc1ccc(F)cc1 in MCF7 → 95
CCOC(=O)c1c[nH]c(=S)[nH]c1=O in MCF7 → 96
Oc1c(CN2CCCC2)cc(COCc2ccc(Br)cc2)c2cccnc12 in MDA-MB-231 → 5.1*

Going on with the list:
SMILES	T-47D	MCF7	MDA-MB-231	BT-549	K-562	LOX IMVI	MDA-MB-468	HS 578T
NCc1c(Cl)c(Cl)c(Cl)c(CN)c1Cl	98	98	102	112	109	99	106	100
CCCCCCCCCCCCCCOC(=O)CSC#N	·	97	·	122	110	100	107	97
O=C1/C(=C\c2cn(Cc3ccccc3)c3ccc(Br)cc23)c2ccccc2N1c1c(Cl)cccc1Cl	94	97	98	106	109	89	84	110
COC(=O)C1=Nc2c/c(=C\c3[nH]c(=S)[nH]c3O)oc2=C1	106	90	72	106	99	87	·	103
CCC(=O)Oc1ccc(/C(=C(/C)Cc2cccc(OC)c2)c2ccc(OCCN(C)C)cc2)cc1	87	45	88	96	-27*	73	76	94
CN1CCN(Cc2ccc(NC(=O)c3cncc(C#Cc4cnc5ccc(N)nn45)c3)cc2C(F)(F)F)CC1	61	-20*	2.4*	39	6.8*	-63*	25	21
O=C(O)c1ccc(-n2cc(/C=N/Nc3ccc([N+](=O)[O-])cc3)c(-c3ccccc3)n2)cc1	68	85	76	83	83	80	136	107
COc1ccc(/C=C(/C(=O)NS(=O)(=O)c2ccc(F)cc2)c2cc(OC)c(OC)c(OC)c2)cc1OC	103	92	100	101	95	103	100	97
NS(=O)(=O)c1ccccc1NCCC(=O)c1ccc2ccccc2c1	86	93	86	105	95	94	94	89
O=C(CSc1nc2sc3c(c2c(=O)n1-c1ccc(Cl)cc1)CCCC3)N/N=C/c1ccc(Br)cc1	84	64	94	103	81	56	116	109
Cc1cc(C)c(CN)cc1C	103	96	90	98	97	104	121	91
C=CN(C(=O)N1CCN(c2cc3c(cc2F)c(=O)c(C(=O)O)cn3C2CC2)CC1)c1nc(-c2ccc(C)cc2)cs1	36	7.9*	22	12	18	8.6*	44	14
COc1ccc2[nH]cc(/C=C/c3nc4ccccc4c(=O)n3-c3ccc(C#Cc4ccc(C(C)(C)C)cc4)cc3C)c2c1	95	98	113	127	102	90	110	·
NS(=O)(=O)c1ccc(-n2cc(-c3cccc(NC(=O)Nc4cccc(C(F)(F)F)c4)c3)nn2)cc1	80	93	88	103	99	89	92	87
Cn1c(=O)c2c(nc(NCc3ccccc3)n2CC(O)CN2CCN(Cc3ccccc3)CC2)n(C)c1=O (stereo not drawn)	107	102	112	116	106	103	118	110
O=[N+]([O-])c1ccc(-c2ncc(-c3ccc(O)cc3O)[nH]2)cc1	102	90	104	·	96	103	107	71

An unsorted share of the library (roughly 12% active in at least one column).
